GALR2 blocker – antagonists of human galanin receptor 2 (GALR2). inhibition, % at 4 µM. GALR2-expressing cells, antagonist mode. hit rate 0.39% among 140,000; in the data active = inhibition above about 27%;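 also: cells stimulated with galanin 1-16 at roughly its EC80; 0% = agonist challenge control and 100% = basal control without agonist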
Target sequence (O43603 whole entry, looked up): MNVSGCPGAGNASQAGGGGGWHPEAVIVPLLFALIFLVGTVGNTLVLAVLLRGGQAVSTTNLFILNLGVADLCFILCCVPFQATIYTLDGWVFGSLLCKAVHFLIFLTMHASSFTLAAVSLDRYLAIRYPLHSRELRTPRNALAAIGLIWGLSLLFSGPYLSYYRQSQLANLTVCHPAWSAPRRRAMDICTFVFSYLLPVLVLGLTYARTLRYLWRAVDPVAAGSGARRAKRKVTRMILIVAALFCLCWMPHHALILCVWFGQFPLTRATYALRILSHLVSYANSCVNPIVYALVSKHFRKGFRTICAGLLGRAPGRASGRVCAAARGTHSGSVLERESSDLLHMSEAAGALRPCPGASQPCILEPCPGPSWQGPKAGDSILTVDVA
NPY Y2 blocker – blocks the human neuropeptide Y Y2 receptor. P49146. NPY-Y2 expressing cells, antagonist mode. inhibition, % at 2.7 µM. hit rate 0.99% among 140,000. AID 793; in the data active = inhibition above about 17%;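 also: 0% = vehicle with agonist challenge and 100% = reference antagonist with challenge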
Target sequence (P49146 whole entry, looked up): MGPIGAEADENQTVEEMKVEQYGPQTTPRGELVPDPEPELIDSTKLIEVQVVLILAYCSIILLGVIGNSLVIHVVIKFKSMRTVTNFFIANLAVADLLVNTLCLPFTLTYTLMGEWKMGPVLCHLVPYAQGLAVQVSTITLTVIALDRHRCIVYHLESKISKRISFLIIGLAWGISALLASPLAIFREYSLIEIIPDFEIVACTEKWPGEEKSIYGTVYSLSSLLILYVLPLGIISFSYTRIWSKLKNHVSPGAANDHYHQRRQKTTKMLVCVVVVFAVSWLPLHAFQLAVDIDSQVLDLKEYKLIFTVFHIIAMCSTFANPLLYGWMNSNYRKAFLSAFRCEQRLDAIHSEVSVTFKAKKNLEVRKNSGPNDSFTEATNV
bCat KO growth – beta-catenin-lacking colon tumor cell growth suppression | HCT116 beta-catenin knockout viability, CellTiter-Glo, 60 h; stronger effect = lower value | viability, % at 10 µM | hit rate 1.5% among 140,000 | AID 818;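 active = viability at or under a set limit, the compound median less 4 SD, cut at about 6% in these data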;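 also: 0% = Hyamine 1622 control at 20 µM and 100% = untreated cell control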
Measles CPE – protection of cells from measles virus; Measles virus-infected cells, CPE protection, absorbance; protection (pct of control), % at 4 µM; hit rate 1.5% among 140,000; in the data active = protection mostly above about 24%, no sharp cut-off; inactive = mostly below about 26%; also: some compounds called inactive have numbers as strong as hits
MRP-1 activ – activates MRP-1. H69AR cells + doxorubicin, viability rescue, CellTiter-Glo. viability increase, % at 10 µM. hit rate 0.61% among 140,000;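 active = viability gain under doxorubicin at or above a set limit, the compound median plus 3 SD, cut at about 4.7% in these data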;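 also: MRP-1 overexpressing cells given doxorubicin 25 µM after compound pretreatment; 18-22 h compound pretreatment then 72 h with doxorubicin before readout; 0% = doxorubicin-only wells and 100% = vehicle-treated cells without doxorubicin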
E-sel TNF inh – blocks E-selectin expression induced by TNF alpha; HUVEC TNFa-induced E-selectin immunofluorescence, high content; inhibition, % at 2 µM; hit rate 0.71% among 120,000;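 active = inhibition above the batch mean plus 3 SD, and confirmed as a hit on visual image review, cut at about 43% in these data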;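 also: 0% = TNF-stimulated DMSO wells and 100% = unstimulated control wells; not every result past the cut was called active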
Yeast lifespan up – yeast lifespan extension | S. cerevisiae growth with nicotinamide, OD615; deaD strain in restrictive glucose medium | inhibition of the nicotinamide effect, % at 10 µM | hit rate 0.68% among 130,000 | AID 775;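 active = inhibition above a set limit, placed 3 SD over the median of all compounds, cut at about 26% in these data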;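 also: 0% = nicotinamide-treated wells and 100% = cells grown without nicotinamide; some compounds called inactive have numbers as strong as hits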
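Measured by: optical density (absorbance) at 615 nm; System: modified budding yeast, DeaD strain; Medium: restrictive CSMM-D dextrose medium; Timing: 4 h preincubation then 48 h treatment at 30 °C.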
BB579 growth dn – reduces growth of yeast BB579 in restrictive medium; AID 804; inhibition, % at 10 µM; hit rate 0.51% among 140,000; S. cerevisiae BB579 growth, OD615, 48 h;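 active = inhibition above a set limit, 3 SD over the mean compound inhibition, cut at about 44% in these data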; also: inactives centre near -24
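test system = yeast BB579 (DeaD) | buffer or medium = restrictive CSMM-D medium | doses = single compound dose of 10 µM, 0.25% DMSO final | times = 4 h preincubation and 48 h exposure at 30 °C | technique = culture absorbance at 615 nm | benchmarks = amphotericin B 10 µg/mL, positive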
Phagocyt inh – blocks phagocytosis by macrophages; inhibition, % at 5 µM; hit rate 0.07% among 110,000; J774A.1 macrophage IgG-bead phagocytosis, imaging; AID 1029;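 active = inhibition above the mean of the plate negative controls plus 5 SD, cut at about 13% in these data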;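 also: phagocytic index as fraction of beads internalized from green versus red external bead signal; plate controls were DMSO negative control for no effect and cytochalasin-D positive control for full effect; some results beyond the cut were filed as inactive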
HCT116 PTEN-null – suppresses growth of cells with PTEN deletion | HCT116 PTEN-null viability, CellTiter-Glo, 60 h; stronger effect = lower value | viability, % at 10 µM | hit rate 1.2% among 140,000;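 active = viability at or below a set limit, 4 SD under the median of all tested compounds, cut at about 3.7% in these data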;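 also: PTEN knockout HCT116 line with beta catenin targeted HCT116 as companion control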
An asterisk follows results filed as active; nt = not tested or not shown.

Values in the order: GALR2 blocker	NPY Y2 blocker	bCat KO growth	Measles CPE	MRP-1 activ	E-sel TNF inh	Yeast lifespan up	BB579 growth dn	Phagocyt inh	HCT116 PTEN-null
Cc1cccc(C)c1NC(=O)c1sccc1SCc1cccc(C(F)(F)F)c1
 : -12	6	25	7	-4.1	-36	-1	-22	nt	32
COc1cc(CNc2ccc(N3CCCC3)cc2)ccc1OCc1ccccc1F
 : 8	0	60	5	-5.4	nt	2	-32	1	70
Nc1ccc2c(c1)COc1ccccc1O2
 : 6	5	92	25	-3.9	9	-8	-32	1	102
CC1CCN(CCOc2ccc(Cl)c(Cl)c2)CC1
 : -1	10	73	5	-2.2	1	8	-8	-4	90
CCN(CC)S(=O)(=O)c1ccc(-c2nnc(SCC(=O)N3CCOCC3)o2)cc1
 : -6	2	92	8	-0.9	nt	-2	-28	0	87
CCc1nc(SCc2cc(Cl)ccc2OC)n[nH]1
 : -8	0	96	10	-0.2	-8	-14	-25	-1	92
Cc1ccc(-c2nnn(CCC(=O)N3CCCCC3C)n2)cc1 (centres undefined)
 : -10	2	100	25	-0.8	-27	-7	-25	-2	100
Nc1nccnc1C(=O)OCC(=O)Nc1cccc(S(=O)(=O)N2CCCCC2)c1
 : 11	-1	90	5	-2.5	42	-2	-10	-3	95
CCCC(=O)C1=C(O)C(C(=O)OC)C(C)(C)CC1=NC(C)C (centres undefined)
 : 2	-2	100	8	-2.5	7	nt	-12	nt	91
Cc1ccc(C(=O)Nc2nnc(C)s2)o1
 : 3	0	79	3	9.0*	14	-14	-30	-1	88
Cc1ccc(C2C(C(=O)c3cccs3)=C(O)C(=O)N2CCN2CCOCC2)o1 (centres undefined)
 : -2	1	100	10	-1.2	18	-14	-16	2	96
FC(F)Sc1ccc(NC(=S)NC2CCCCC2)cc1
 : -9	5	59	8	-1.2	10	0	0	0	29
S=C1NC(c2ccccc2)N2C(=S)NC(c3ccccc3)N12 (centres undefined)
 : -4	3	108	8	2.1	-37	-5	-27	2	94
COc1ccc(C(=O)NCC(c2cccnc2)N2CCN(c3ccccc3OC)CC2)cc1OC (centres undefined)
 : -13	-1	79	21	-2.3	nt	-4	-8	-1	72
COc1cc(C(=O)/C=C/Nc2ccc(NC(C)=O)cc2)cc(OC)c1OC
 : 14	0	88	3	-4.2	-1	9	-15	5	82
O=C(Nc1nnc(COc2ccc(F)cc2)s1)c1cccs1
 : 4	1	99	19	2.4	7	-12	-9	0	108
CCN(CC)CC(=O)Nc1nn(-c2ccccc2)nc1C(N)=O
 : -6	-1	94	14	-0.4	27	-10	-24	nt	98
CCCCNC(=O)c1onc(CCl)c1C(=O)OC
 : 5	7	79	6	-4.7	-13	-13	-20	-1	82
O=C(c1ccco1)N1CCN(C(c2ccccc2Cl)c2nnnn2Cc2cccs2)CC1 (centres undefined)
 : -12	6	59	5	-1.8	-9	-23	-9	-3	55
COc1c(F)c(F)c(C(=O)Nc2ccc3oc(-c4ccncc4)nc3c2)c(F)c1F
 : 11	-1	97	4	0.0	4	-11	-14	-1	97
CC(=O)NCCOC(=O)Nc1cccnc1
 : -10	1	104	nt	-1.9	0	14	-24	0	98
CCn1c(SCC(=O)NCc2ccco2)nc2c(c1=O)SC(C)C2 (centres undefined)
 : -6	2	104	13	-2.9	2	-10	-23	0	96
COc1cc(NC(=S)NCc2cccs2)cc(OC)c1
 : -1	-1	104	2	-2.6	nt	2	-30	-3	96
CCOC(=O)c1sc2nccc(N(C)C)c2c1N=CNOCc1c(F)cccc1Cl
 : -16	4	85	15	-0.9	2	-5	-17	-1	77
CC(NCc1ccco1)C(=O)N1CCc2ccccc2C1 (centres undefined)
 : -5	2	94	9	-1.0	-33	-11	-76	nt	89
CC(C)C[C@H](NC(=O)OC(C)(C)C)c1n[nH]c(=S)n1N
 : -2	0	96	19	0.3	nt	8	3	-4	107
CCOc1ccccc1NC(=O)CN(c1nccs1)S(=O)(=O)c1ccc(N)cc1
 : 0	-2	94	17	-0.9	32	-7	4	0	93
Cc1ccc2nc(C(F)OC(F)(F)F)[nH]c2c1 (centres undefined)
 : -5	-1	78	3	-3.4	-10	-26	14	7	82
O=C(Nc1cccnc1)/C(N=Nc1ccc(Cl)c(C(F)(F)F)c1)=C(\O)c1ccccc1
 : -3	1	75	7	-3.4	6	5	-34	-5	82
Cc1ccc(S(=O)(=O)N2CCOCC2)cc1C(=O)NCc1cn2ccsc2n1
 : 10	-1	99	6	-0.3	-26	0	-40	1	105
O=C(CSCc1ccc([N+](=O)[O-])cc1)NN=C1CCCCCC1
 : 3	2	87	3	-2.3	30	nt	-12	nt	100
Cc1[nH]c2ccc(F)cc2c1CCNC(=O)C1CCCCC1C(=O)OCC(F)(F)F (centres undefined)
 : 5	5	80	9	0.2	nt	0	-42	-5	81
CCSC1=N/C(=C\c2cccc(F)c2)C(=O)S1
 : 2	0	92	5	-1.7	2	4	-34	-6	103
Cc1ccc2c(COC(=O)CNC(=O)c3ccccc3)cc(=O)oc2c1
 : -1	0	94	17	-0.9	16	1	-31	nt	105
O=C(Nc1ccc(Cl)cn1)c1cccc(S(=O)(=O)N2CCOCC2)c1
 : -4	-3	89	4	-4.1	17	-11	-35	2	87
CC(Oc1ccc(Cl)cc1Cl)C(=O)NC1=NN(c2ccccc2)C(=O)C1 (centres undefined)
 : -9	0	84	2	-0.4	-40	-19	98*	1	103
CCc1ccc(CCC(=O)Nc2ccccc2C(=O)O)o1
 : 5	6	86	4	-1.4	11	-21	-1	2	89
COc1ccccc1OCCOCCOc1ccccc1Cl
 : -8	2	89	10	0.3	17	-8	-3	-10	87
O=C1CC(Sc2nnc(-c3ccccc3O)o2)C(=O)N1c1ccccc1 (centres undefined)
 : 11	6	98	11	-1.4	70*	-4	-12	-1	89
O=C(Nc1nc(-c2ccccc2)cs1)c1cccnc1
 : -16	1	101	18	0.5	3	-15	-48	-2	112
Cc1ccc(C(=O)Oc2ccc(C(=O)COC(=O)C3CC(=O)N(Cc4ccco4)C3)cc2)cc1 (centres undefined)
 : -6	3	72	18	-0.6	-8	nt	-10	nt	51
CCNC(=O)NS(=O)(=O)c1cnccc1Nc1cccc(Cl)c1
 : 3	8	99	13	-2.2	0	1	-2	-4	99
COc1ccc(OC)c(N=c2ssnc2Cl)c1
 : 5	0	97	6	-4.0	nt	-24	7	nt	94
c1nc(NCC2(N3CCOCC3)CCCCC2)c2ccsc2n1
 : -12	4	85	10	-4.3	-3	-2	-14	nt	89
O=C(CCn1c(=O)c2ccccc2n(Cc2cccc([N+](=O)[O-])c2)c1=O)N1CCc2ccccc2C1
 : -20	11	95	23	-1.5	-8	0	-63	-8	88
CS(=O)(=O)N1N=C(c2ccccc2)CC1c1cccs1 (centres undefined)
 : 14	2	90	4	-3.8	-33	-7	-17	nt	91
CN(/N=C/c1cccnc1)c1cnn(-c2ccc(F)c(Cl)c2)c(=O)c1Cl
 : -5	2	46	12	-5.4	1	-14	-10	nt	55
CC(C)(C)C1CCC2(CC1)SCC(=O)N2c1ccccc1 (centres undefined)
 : -5	-3	107	10	-1.1	-3	-7	-19	0	92
COc1ccc(C(=O)c2ccccc2)c2c(O)ccc(C(=O)c3ccccc3)c12
 : -13	8	18	11	-3.7	2	-1	-45	0	17
COCCNS(=O)(=O)c1ccc2c(c1)n(C)c(=O)n2C
 : -12	2	101	28	1.5	nt	-9	-23	-1	105
Cc1cccc(NC(=S)NCCN2CCOCC2)c1C
 : 2	1	88	39*	0.6	nt	5	-24	-4	104
O=C(NCc1cccc(Cl)c1)c1ccc2c(c1)OCO2
 : 4	3	93	5	-3.9	7	-6	-26	0	92
COc1ccccc1CNC(=O)c1ccc(OCc2c(C)noc2C)c(OC)c1
 : -17	-3	87	1	-3.1	4	-3	-26	-1	74
N#CCC(=O)Nc1sc2c(c1C(N)=O)CCCC2
 : 0	3	97	14	-1.1	nt	-10	-8	nt	99
Cc1ccc(Nc2nc(OC(C(F)(F)F)C(F)(F)F)nc(N3CCOCC3)n2)cc1
 : 5	7	82	2	1.7	nt	-16	-11	nt	84
Cc1ccccc1NS(=O)(=O)c1cc(C(=O)Nc2cccc([N+](=O)[O-])c2)ccc1C
 : 5	-3	47	20	-0.8	nt	0	-17	-5	44
O=C(NCc1ccco1)c1ccc(Br)s1
 : 10	6	102	8	-5.2	nt	-25	6	1	93
Nn1c(SCC(=O)Nc2ccc(F)cc2)nnc1C1CCCCC1
 : -6	0	113	4	-1.0	-13	-11	-9	0	108
CC(=O)NS(=O)(=O)c1ccc(NC(=O)c2ccccc2F)cc1
 : -11	1	113	2	0.8	-19	-7	-19	-1	111
O=C(N1CCCC1)n1c(Cc2ccccc2)nc2ccccc21
 : -6	3	85	4	-1.0	-22	-1	-58	-5	85
Cc1[nH]n(-c2ccc(Cl)cc2)c(=O)c1/C=N/n1c(C)nc2ccccc2c1=O
 : 18	-4	22	6	-2.1	-1	nt	-34	nt	34
CCOc1cc(C(=S)N2CCOCC2)ccc1OC
 : 3	3	110	6	-0.6	10	-10	14	0	102
COc1cccc(Oc2nc3ncn(Cc4ccccc4)c3c(=O)n2C)c1
 : 9	1	95	7	-0.2	-18	-9	-59	-1	104
